Screening results: PubChem, several laboratories
AID2073: disruptors of CaV2.2 binding to Mint1 – biochemical, HTRF (AID 2073). HTRF protein-protein interaction, Mint1-CaV2.2; higher % means a stronger effect. 290,000 tested, 0.19% active. one-dose inhibition, % at 20 µM; IC50 in µM for titrated hits; in the data active = inhibition mostly above about 51%, no sharp cut-off; inconclusive = no clear call, values can overlap the other calls; inactive = mostly below about 53%; also: some results filed as inactive read as strong as hits
Siah-1 displacement: Siah-1 peptide-binding antagonists, primary screen, biochemical, fluorescence polarization, rhodamine-plectin, uHTS (AID 1817) | Siah-1 / rhodamine-plectin peptide fluorescence polarization; higher % means a stronger effect | displacement, % at 20 µM, or IC50 in µM where a hit was titrated | 290,000 tested, 0.02% active;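 active = displacement of at least 50% at 20 µM, with a fluorescence ratio check between 0.3 and a set limit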;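 also: plate controls were Siah plus tracer with DMSO for no effect and tracer alone without Siah for full effect; strong numbers were not always called active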
HEK293 NOD2/NF-kB: NOD2 signaling inhibitors, cell-based, luminescence, uHTS, HEK293 (AID 1566). HEK293 NOD2/NF-kB luciferase reporter, luminescence; higher % means a stronger effect. 290,000 tested, 0.63% active. one-dose inhibition, % at 4 µM; EC50 in µM for titrated hits; also: many of its hits are not listed in these tables
M1AAP inhibition: malaria alanyl aminopeptidase activity blockers – biochemical, fluorogenic H-Leu-NHMec substrate, 1536-well (AID 1445) | recombinant M1AAP, H-Leu-NHMec fluorogenic kinetic assay; higher % means a stronger effect | 220,000 tested, 0.42% active | inhibition, % at 30 µM, or IC50 in µM where a hit was titrated;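 active = primary inhibition above the hit cutoff, then over 50% inhibition at one or more dose response concentrations, cut at about 23% in these data, passing the limit was not always enough; inconclusive = conflicting primary data, or primary hits not chosen for dose response; inactive = low primary inhibition, or under 50% at every dose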;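 also: plate controls were DMSO full reaction for no effect and no enzyme background for full effect; strong numbers were not always called active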
CSM14.1 death rescue: rescue of cells from ER stress-induced death, primary screen, 384-well, CSM14.1, thapsigargin, ATP luminescence (AID 1222); CSM14.1 thapsigargin-induced death rescue, ATP luminescence; higher % means a stronger effect; one-dose cellular ATP content (survival), % at 20 µM; EC50 in µM for titrated hits; 190,000 tested, under 10 active;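 active = EC50 below 50 µM in the dose-response confirmation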;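 also: death triggered by thapsigargin at about 15 µM added after 2 h compound pretreatment; cell ATP read after overnight thapsigargin exposure of roughly 18 to 22 hours; normalized against plate controls of thapsigargin alone and 5% DMSO vehicle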
XIAP displacement: small molecules displacing peptide from XIAP – biochemical, IAP family, fluorescence polarization (AID 1018); XIAP BIR domain, fluorescence polarization peptide displacement; higher % means a stronger effect; displacement, % at 20 µM, or IC50 in µM where a hit was titrated; 200,000 tested, 0.007% active; in the data active = displacement above about 50%; also: a part of the inactive calls stands beside numbers as strong as those of hits
Lipid droplet: hepatic lipid droplet formation modulation; 240,000 tested, 0.4% active; AID 1656; AML12 mouse hepatocytes, oleate lipid droplets, BODIPY imaging; inhibition, % at 6.5 µM;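 active = lipid droplet intensity inhibited by at least 50%, with more than 500 cells counted; inconclusive = wells with under 300 cells, treated as cytotoxic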
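Material: mouse AML12 hepatocyte cell line, fixed after treatment; Timing: compound with oleate, overnight; Technique: high-content imaging of BODIPY-stained droplets and DAPI nuclei; Probe or stimulus: oleate, 100 µM final; Dosing: compound at 6.5 µM only.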
M17LAP inhibition: P. falciparum M17LAP inhibitors, primary screen, biochemical, fluorogenic H-Leu-NHMec substrate, 1536-well (AID 1619). recombinant M17LAP, H-Leu-NHMec fluorogenic kinetic assay; higher % means a stronger effect. one-dose inhibition, % at 30 µM; IC50 in µM for titrated hits. 220,000 tested, 0.38% active;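 active = compound inhibiting the enzyme by more than half at any dose during confirmatory dose-response retesting; inconclusive = strong single-dose inhibitors picked by rank but not retested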;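 also: plate controls were full reaction with DMSO carrier for no effect and no enzyme background for full effect; strong numbers were not always called active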
LYP phosphatase: inhibitors of LYP phosphatase, biochemical, fluorescence intensity, uHTS (AID 1779). recombinant LYP phosphatase, fluorescence intensity; higher % means a stronger effect. inhibition, % at 11.5 µM, or IC50 in µM where a hit was titrated. 290,000 tested, 0.054% active;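 also: plate controls were vehicle with enzyme for no effect and no enzyme for full effect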
Lipid droplet cells 6.5 µM: also measured in Lipid droplet; calls as there; cell count; measured here: cell count, cytotoxicity flag;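 cells counted across two imaged fields per well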
Active calls of the source: *; u = inconclusive; x = not tested or not shown. Rule as the data show it, unless noted: active = inhibition above about 50%; inactive = the rest. Only part of the results is shown. The share of hits here may be higher or lower than overall.

SMILES | AID2073 | Siah-1 displacement | HEK293 NOD2/NF-kB | M1AAP inhibition | CSM14.1 death rescue | XIAP displacement | Lipid droplet | Lipid droplet cells 6.5 µM | M17LAP inhibition | LYP phosphatase
O=C(O)c1ccc2c(c1)C(=O)N(c1ccc(Cl)cn1)C2=O | 1.3% | 4.0% | 5.6% | -3.4% | -2.1% | -6.5% | 21.1 | 599 | -6.0% | 0.8%
CCOC(=O)c1nnn(-c2nonc2-n2cccc2)c1CN1CCCCC1 | 5.5% | 0.1% | 1.4% | 10.3% | 0.6% | -1.8% | x | x | -1.1% | 1.9%
COC(=O)COc1cccc(NC(=O)c2ccc(C)cc2)c1 | -2.8% | -0.9% | 2.7% | 8.1% | -2.7% | 8.6% | x | x | 13.1% | -3.2%
CCCOC1CCCN(Cc2cn(C)nc2-c2ccccc2F)C1 (stereo unspecified) | 0.3% | 3.1% | -5.3% | 0.5% | -0.4% | -3.0% | -9.6 | 738 | -2.9% | -5.9%
COc1ccc(S(=O)(=O)Nc2ccc3c(c2)OCCO3)cc1OC | 11.5% | 6.8% | 4.0% | x | x | x | -3.4 | 860 | x | -8.1%
Cc1cc(=O)oc2c(N)c(O)ccc12 | 1.5% | 2.9% | -14.0% | 8.7% | -2.4% | -1.2% | -1.0 | 647 | 16.1% | 5.3%
CCCCNC(=S)NCc1ccc2[nH]c3c(c2c1)CCCC3 | -5.5% | -5.2% | 14.5% | 5.4% | 3.1% | -7.9% | -0.7 | 733 | 0.2% | 9.8%
O=C(CN1C(=O)CC(c2ccco2)Sc2ccccc21)NCC1CCCO1 (stereo unspecified) | 46.6% | 0.5% | 3.3% | 7.4% | -0.6% | -3.4% | x | x | 42.3% | 1.0%
COc1cc(Cl)c(NS(=O)(=O)c2cc3[nH]c(=O)c(=O)[nH]c3cc2C)c(OC)c1 | 4.6% | 20.6% | 15.1% | x | x | x | 12.3 | 804 | x | -3.1%
Cc1ccc(Nc2nnc(SCc3cc(=O)n4ccsc4n3)s2)c(C)c1 | -3.8% | -0.3% | 1.4% | -0.3% | -1.3% | -12.9% | x | x | 6.49µM* | -4.3%
O=C(N/N=C/c1ccncc1)c1ccc(OCc2ccccc2)cc1 | -7.8% | 4.6% | 13.6% | 5.1% | x | x | -3.5 | 735 | 0.5% | -3.1%
CCN(CC)C(=O)Cn1cnc2sc(C(=O)Nc3cc(OC)c(OC)c(OC)c3)c(C)c2c1=O | 7.5% | 3.7% | 12.4% | 4.6% | -1.4% | -18.3% | -2.3 | 779 | 10.2% | -2.6%
CCOc1cc(/C=N/NC(=O)CSc2nncn2C)ccc1OCc1cccc(C)c1 | -2.1% | -2.4% | 17.6% | 8.2% | 1.5% | -10.6% | -5.0 | 652 | 6.0% | -4.5%
Cc1ccc(C2C3=C(NCCN=C3c3ccccc3)C(=O)N2c2ccccc2)cc1 (stereo unspecified) | 6.2% | 2.2% | 3.3% | 1.8% | -1.6% | -1.6% | 8.3 | 767 | 22.3% | -3.5%
O=C(/C=C/c1ccco1)NC(=S)Nc1nc(-c2ccc(Cl)cc2)cs1 | 12.1% | 3.8% | -34.5% | 6.7% | -1.3% | -2.1% | 6.4 | 659 | 16.1% | 4.0%
COc1ccc(CNC(=O)COC(=O)Cc2ccc(Cl)cc2Cl)cc1 | -0.8% | -4.3% | -4.7% | -3.0% | -3.4% | -6.5% | -5.7 | 716 | 0.7% | -9.6%
Cc1cccc(NC(=O)c2ccc(COc3ccc(Cl)cc3Cl)o2)n1 | -4.4% | 2.3% | -52.4% | -0.2% | 4.6% | -1.5% | -0.8 | 740 | -8.0% | -3.1%
CCC(=O)N(CCc1ccccc1)Cc1cc2cc(OC)ccc2[nH]c1=O | 3.8% | 9.9% | 16.4% | 1.3% | x | x | -8.3 | 729 | 4.1% | -9.3%
O=C1Cc2ccccc2C(=O)N1c1ccccc1 | 10.2% | 2.2% | -3.3% | x | x | x | -24.7 | 780 | x | -0.8%
CCOc1cc(Cl)c(NC(=O)CC)cc1OCC | -4.0% | 3.5% | 10.7% | -2.6% | -0.6% | -4.2% | 2.4 | 732 | 4.7% | -5.5%
O=C(Nc1ccncc1)c1cccc(S(=O)(=O)N2CCCC2)c1 | 18.6% | 0.6% | 18.8% | x | x | x | 10.0 | 852 | x | -2.6%
OCCOCCNc1ncnc2c1cnn2-c1ccc(Cl)cc1 | 24.6% | -2.7% | -107.2% | 1.9% | -0.9% | -3.1% | -2.6 | 696 | 4.1% | -3.3%
Cc1ccccc1C(=O)Nc1ccc(C(=O)N/N=C/c2ccccn2)cc1 | 29.8% | 2.3% | -1.4% | x | x | x | 11.8 | 733 | x | -10.0%
CN=C1S/C(=C\c2ccc(N3CCOCC3)cc2C)C(=O)N1C | 32.6% | 1.6% | 3.5% | 4.3% | -1.5% | -15.2% | -6.6 | 698 | 1.6% | -5.6%
CCOC(=O)CC(=O)CSc1nc2c(c(-c3cccs3)c1C#N)CCC2 | 40.5% | 5.9% | 2.4% | u | -1.3% | -2.5% | -11.0 | 652 | 9.6% | 5.1%
CC(=O)c1cccc(NC(=O)N2C3CCC2CC(NC(=O)Nc2ccccc2)C3)c1 (stereo unspecified) | 14.0% | -3.2% | -5.4% | x | -1.2% | -6.7% | -18.7 | 688 | x | -5.3%
CCCCn1c(/N=C/c2ccc3c(c2)OCO3)nc2ccccc21 | 11.3% | 1.0% | 5.9% | 4.6% | -2.7% | -4.1% | 14.1 | 763 | 10.4% | 2.2%
C=CCc1c(C)nc(SCc2nc3ccccc3c(=O)[nH]2)[nH]c1=O | -3.5% | -3.2% | 19.6% | 0.4% | -0.3% | 2.5% | -2.4 | 732 | 7.2% | -7.0%
O=C(COC(=O)c1cnccn1)NCc1ccc(Cl)cc1 | 1.1% | 4.9% | 24.4% | -1.3% | -1.1% | -3.9% | 12.1 | 672 | -0.6% | -10.7%
Cc1ccc(C(=O)CSc2ccccn2)cc1 | -19.1% | -3.8% | -46.7% | -3.1% | 2.3% | -6.0% | x | x | 7.1% | -9.8%
COc1ccc(OC)c(NC(=O)c2nc3ccccc3s2)c1 | 43.3% | 4.8% | -16.6% | 5.0% | x | 0.9% | 12.8 | 656 | -4.5% | 1.4%
CN(Cc1ccccc1)c1ncnc2c1cnn2-c1ccccc1 | 2.8% | -0.7% | -62.7% | -1.6% | -3.0% | -2.9% | 16.9 | 631 | -11.4% | 1.7%
CCNS(=O)(=O)c1ccc(Br)c(OC)c1 | 0.2% | 1.1% | 17.5% | 8.5% | -0.9% | -3.2% | 18.5 | 754 | 8.1% | -1.3%
Cc1cccc(N2C(=O)CN(Cc3ccccc3)C2=S)c1 | 2.0% | 4.2% | 0.7% | x | x | x | x | x | x | -6.7%
COc1ccc(Br)cc1/C=N/NC(=O)c1cc(OC)c(OC)c(OC)c1 | -3.7% | -1.1% | -2.2% | 10.8% | -0.9% | -6.8% | -3.1 | 670 | 10.3% | 9.2%
CCOc1cc(C)c(C(C)C)cc1S(=O)(=O)N1CCN(C)CC1 | -1.9% | 0.6% | -0.6% | 4.3% | -2.2% | -4.2% | 2.7 | 806 | -2.5% | -5.2%
CN(C(=O)C1CCN(c2ncnc3c2nc2n3CCCCC2)CC1)C1CCCCC1 | -1.1% | -2.4% | -4.1% | x | x | x | -9.1 | 777 | x | 1.2%
CCOc1cccc(CN2CCCC(N3CCN(c4cccc(Cl)c4)CC3)C2)c1O (stereo unspecified) | 0.7% | -0.8% | -38.3% | x | x | x | -17.2 | 814 | x | -7.3%
CCOCCOCCC(C(=O)O)P(=O)(c1ccccc1)c1ccccc1 (stereo unspecified) | -3.0% | 2.1% | -0.4% | 7.5% | -2.5% | -1.3% | 12.2 | 781 | -5.6% | -7.3%
O=C(CN1CCN(C(=O)c2ccco2)CC1)Nc1ccccc1-c1ccccc1 | 5.4% | 2.4% | 8.3% | 1.8% | 0.3% | -5.4% | x | x | 24.6% | -1.0%
CC(C)(C)NC(=O)CCN(/N=C/c1ccccc1O)C1=NS(=O)(=O)c2ccccc21 | 18.6% | 12.1% | 35.3% | x | x | x | -1.8 | 825 | x | -1.4%
CCN(CC)S(=O)(=O)c1cccc(C(=O)Nc2cccc(C)c2)c1 | -11.7% | 3.6% | -6.9% | 14.8% | 1.7% | -1.1% | x | x | -10.6% | -0.6%
CC(=O)c1ccc(S(=O)(=O)N(Cc2cc3cc4c(cc3[nH]c2=O)OCCO4)CC2CCCO2)cc1 (stereo unspecified) | -4.3% | 2.8% | -35.7% | -0.4% | 2.3% | -5.2% | x | x | -5.9% | -0.9%
O=C(N/N=C/c1ccco1)c1cccc(N2Cc3ccccc3C2)c1 | 55.0% | 68.8% | 17.2% | 9.6% | -1.7% | -5.9% | -3.0 | 663 | 1.8% | -2.0%
COc1ccc2nc(NC(=O)CNS(=O)(=O)c3cccs3)sc2c1 | -6.1% | -0.5% | -22.5% | 18.6% | -4.3% | -3.0% | 13.9 | 824 | 3.3% | -0.5%

Rewritten tab-delimited: part of the list above.
SMILES	AID2073	Siah-1 displacement	HEK293 NOD2/NF-kB	M1AAP inhibition	CSM14.1 death rescue	XIAP displacement	Lipid droplet	Lipid droplet cells 6.5 µM	M17LAP inhibition	LYP phosphatase
COc1ccc(Br)cc1/C=N/NC(=O)c1cc(OC)c(OC)c(OC)c1	-3.7%	-1.1%	-2.2%	10.8%	-0.9%	-6.8%	-3.1	670	10.3%	9.2%
COc1ccc(S(=O)(=O)Nc2ccc3c(c2)OCCO3)cc1OC	11.5%	6.8%	4.0%	x	x	x	-3.4	860	x	-8.1%
CN(Cc1ccccc1)c1ncnc2c1cnn2-c1ccccc1	2.8%	-0.7%	-62.7%	-1.6%	-3.0%	-2.9%	16.9	631	-11.4%	1.7%

Next part.
SMILES | AID2073 | Siah-1 displacement | HEK293 NOD2/NF-kB | M1AAP inhibition | CSM14.1 death rescue | XIAP displacement | Lipid droplet | Lipid droplet cells 6.5 µM | M17LAP inhibition | LYP phosphatase
COC(=O)c1c(N)sc(C(=O)NCCc2ccccc2)c1C | -16.4% | 3.2% | 40.0% | x | x | x | -15.1 | 775 | x | -10.6%
Cc1csc(SCCn2c(N3CCCC3)nc3c2c(=O)[nH]c(=O)n3C)n1 | -0.5% | -0.4% | -23.5% | -3.8% | -1.6% | -0.5% | -8.5 | 658 | -0.1% | -1.1%
CCNc1nc(C)c2cc(Br)c(=O)n(CC)c2n1 | 25.4% | 0.5% | -125.2% | -0.5% | -0.2% | -1.7% | x | x | 6.8% | -20.4%
Cc1cc(-n2c(C)cc(C(=O)CN3C(=O)NC4(CCCCC4C)C3=O)c2C)no1 (stereo unspecified) | 7.7% | -5.4% | 8.4% | 3.7% | 5.2% | -5.0% | x | x | -0.8% | -8.8%
